IDH1 R132H inh – human IDH1 R132H inhibition; IDH1-R132H enzyme, NADPH consumption, diaphorase/resazurin fluorescence; Potency, µM (highest dose often 76.6 µM), for inactives: at the top dose activity change, negative = inhibition, most hits filed as inhibitors; O75874; 390,000 compounds, 0.093% hits; also: potency is read from the fitted curve at half-maximal effect; % is scaled to controls: 0 for no effect and ±100 for the full control effect; nearly all actives have a fitted effect of over 65% in size
Target sequence (O75874 whole entry R132H, stated change not applied): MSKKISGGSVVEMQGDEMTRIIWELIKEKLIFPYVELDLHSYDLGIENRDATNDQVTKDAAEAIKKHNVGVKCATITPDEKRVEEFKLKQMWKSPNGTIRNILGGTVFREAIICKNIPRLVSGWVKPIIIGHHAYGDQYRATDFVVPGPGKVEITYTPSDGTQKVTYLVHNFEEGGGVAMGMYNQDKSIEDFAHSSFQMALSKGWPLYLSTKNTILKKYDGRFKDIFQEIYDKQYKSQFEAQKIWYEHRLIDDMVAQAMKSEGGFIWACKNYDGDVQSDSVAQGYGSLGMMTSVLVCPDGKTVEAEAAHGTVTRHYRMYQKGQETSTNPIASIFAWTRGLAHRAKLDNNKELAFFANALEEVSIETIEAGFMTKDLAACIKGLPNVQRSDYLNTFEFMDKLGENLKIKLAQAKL
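IDH1-R132H (0.5 ug/mL) preincubated 30 min with compound, then NADPH (0.016 mM) and alpha-KG (2 mM) added; 80 min at RT, pH 7.5. Remaining NADPH coupled via diaphorase/resazurin to fluorescence (540/590 nm); concentration-response curves normalized to no-enzyme control.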
Vif-APOBEC3F blk – Vif-A3F binding inhibition; 390,000 compounds, 0.2% hits; Potency, µM (titrated, usually from 46.1 µM), without a hit: top-dose activity, negative = active; AID 602313; HeLa A3F-eYFP + Vif (tagged APOBEC3F with the HIV-1 protein that degrades it), YFP fluorescence increase; also: potency is read from the fitted curve at half-maximal effect; % of control where 0% means no effect; nearly all actives have a fitted effect of over 65% in size
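Fluorescence increase (Ex 488/Em 500-530) after overnight compound treatment at 37 deg C flags inhibition of Vif-driven A3F-eYFP loss in stable HeLa A3F-eYFP/Vif cells seeded overnight beforehand.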
GRP78 ERSR act – induces the endoplasmic reticulum stress response in human glioma cells. U87-MG GRP78 promoter luciferase reporter, 16 h. Potency, µM, inactives show at the top dose activation, hits mostly activators. 420,000 compounds, 0.02% hits. AID 602332; also: potency is read from the fitted curve at half-maximal effect; series mostly up to about 76 µM; % of control where 0% means no effect; nearly all actives have a fitted effect of over 35% in size
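Stably transfected U87-MG glioma cells carrying a GRP78-based luciferase sensor; 16 h compound incubation. Luminescence end-point read 10 min after Bright-Glo addition at room temperature.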
TrxR1 substrate – rat thioredoxin reductase 1 substrate activity; purified TrxR1 substrate turnover, NADPH consumption readout; AID 588456; O89049; Potency, µM (doses to about 114 µM), for inactives: at the top dose activity change, negative = substrate turnover; 390,000 compounds, 0.01% hits; also: potency is read from the fitted curve at half-maximal effect; % is scaled to controls: 0 for no effect and ±100 for the full control effect; nearly all actives have a fitted effect of over 50% in size
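Rat TrxR1, dispensed at 90 nM, was prereduced with 400 uM NADPH (final) for 5 min at ~22 deg C, then incubated with compound 15 min before 400 uM selenite. A first-read NADPH fluorescence drop versus no-compound background flagged substrates.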
USP1 inh – inhibitors of human USP1/UAF1 deubiquitinase | recombinant USP1/UAF1, Ub-Rhodamine cleavage fluorescence | O94782 | AID 743255 | 390,000 compounds, 0.23% hits | Potency, µM (series often up to 57.1 µM), for the others: at the top dose activity change, negative = inhibition, usual class: inhibitors; also: potency is read from the fitted curve at half-maximal effect; % is scaled to controls: 0 for no effect and ±100 for the full control effect; nearly all actives have a fitted effect of over 60% in size; inactives centre near -12
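In this screen, compounds sit with the deubiquitinase complex (1nM) for 15 min at room temperature before Ub-Rho is added at 150nM final. Fluorescence rise is then followed for 6 reads every 60 seconds.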
rTrxR1 inhibitor – inhibitors of rat thioredoxin reductase 1; 390,000 compounds, 1% hits; Potency, µM (highest dose often 114 µM), without a hit: top-dose activity change, negative = inhibition, actives largely listed as inhibitors; recombinant rTrxR1, NADPH fluorescence consumption, selenite substrate; AID 588453; O89049; also: potency is read from the fitted curve at half-maximal effect; % is scaled to controls: 0 for no effect and ±100 for the full control effect; nearly all actives have a fitted effect of over 65% in size
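Rat TrxR1 (90 nM in the dispensed reagent) was pre-reduced with 400 uM NADPH for 5 min at room temperature, then incubated with compound for 15 min. After 400 uM selenite was added, NADPH fluorescence (Ex 340/Em 450 nm) was followed for 8 min.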
Vif-APOBEC3G blk – Vif-A3G binding inhibition; Potency, µM (highest dose often 46.1 µM), without a hit: at the highest dose activity, negative = active, usual class: inhibitors; AID 602310; HeLa A3G-eYFP + Vif (tagged APOBEC3G with the HIV-1 protein that degrades it), YFP fluorescence, overnight; 410,000 compounds, 0.076% hits;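 also: potency is read from the fitted curve at half-maximal effect; % is scaled to controls: 0 for no effect and ±100 for the full control effect; nearly all actives have a fitted effect of over 60% in size; hits raise eYFP signal because A3G escapes Vif-driven loss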
Target sequence (Q9HC16 whole entry, looked up): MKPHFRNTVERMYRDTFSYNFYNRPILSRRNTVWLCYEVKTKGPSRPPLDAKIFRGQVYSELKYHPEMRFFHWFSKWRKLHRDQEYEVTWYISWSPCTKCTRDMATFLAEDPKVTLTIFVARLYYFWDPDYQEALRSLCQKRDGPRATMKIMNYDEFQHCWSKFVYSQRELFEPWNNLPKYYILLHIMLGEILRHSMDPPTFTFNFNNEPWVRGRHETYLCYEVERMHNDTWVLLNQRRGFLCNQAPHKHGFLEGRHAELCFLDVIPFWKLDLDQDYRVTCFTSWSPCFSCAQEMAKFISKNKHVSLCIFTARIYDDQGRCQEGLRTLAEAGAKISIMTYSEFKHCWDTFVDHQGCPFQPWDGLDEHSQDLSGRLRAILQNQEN
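Read-out is eYFP fluorescence (Ex 488/Em 500-530) from Vif-expressing HeLa A3G-eYFP cells; more signal means A3G escaped Vif-mediated degradation. Cells plated overnight, compound pinned in, incubated overnight at 37 deg C.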
LDHA block – LDHA (human) enzyme inhibition. P00338. purified LDHA, NADH/diaphorase-resazurin fluorescence; active compounds read low. activity change, % (values are at about 110 or 230 µM). 480,000 compounds, 0.15% hits. AID 1347041; in the data active = activity change below about -30%; inconclusive = mostly about -25% to -30%;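 also: plate controls were DMSO wells for no effect and wells without enzyme for full effect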
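Remaining NADH was detected by diaphorase (0.133 mg/mL) converting 37 µM resazurin to fluorescent resorufin, read at 0 and 20 minutes. The preceding 5-minute room-temperature reaction used 2 nM LDHA, 0.2 mM sodium pyruvate and 0.06 mM NADH at pH 7.4.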
RGS4 inhibitor – human RGS4 inhibition. Transcreener GDP fluorescence polarization, RGS4-accelerated GTP hydrolysis. Potency, µM (titrated, usually from 114 µM), for inactives: at the highest dose activity change, negative = inhibition, actives largely listed as inhibitors. 390,000 compounds, 0.039% hits. AID 504845; also: potency is read from the fitted curve at half-maximal effect; % is scaled to controls: 0 for no effect and ±100 for the full control effect; nearly all actives have a fitted effect of over 75% in size; some results filed as inactive show a strong effect at the top dose
Target sequence (P49798 whole entry, looked up): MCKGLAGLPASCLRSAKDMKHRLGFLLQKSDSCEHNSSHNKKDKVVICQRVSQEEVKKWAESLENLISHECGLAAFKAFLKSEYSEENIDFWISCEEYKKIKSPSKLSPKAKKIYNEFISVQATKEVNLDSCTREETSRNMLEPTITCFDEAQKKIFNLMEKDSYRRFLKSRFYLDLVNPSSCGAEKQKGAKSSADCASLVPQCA
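MLSMR compounds (23 nl, pin-transferred) preincubated 10 min at room temperature with a 500nM (2x) first reagent, then RGS4 at 900nM (2x) plus Transcreener GDP mix added; fluorescence polarization (620/688 nm) read before and after 90 min at 30 °C.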
* = called active by the depositor; ? = inconclusive; . = not tested or not shown; [ ] = another dose, or the depositor's remark. Unless noted, calls follow the shape of the dose curve; as a rule, active = well fitted curve in the direction sought with a large enough effect; inconclusive = small, poorly fitted or top-dose-only effect, or another doubt; inactive = no such curve, though single readings can be large; an effect the other way counts as inactive or inconclusive. These rows are one share of the data, so the mix of outcomes need not match the whole.

Second line of a record: GRP78 ERSR act | IDH1 R132H inh | Vif-APOBEC3G blk | RGS4 inhibitor | LDHA block | USP1 inh | Vif-APOBEC3F blk | rTrxR1 inhibitor | TrxR1 substrate
(1) O=C(CN(Cc1ccccc1Cl)C(=O)CNS(=O)(=O)c1ccc(F)cc1)NCC1CCCO1 (stereo not given)
→ -3% | 16% | -3% | 7% | -6 | 1% | ? | 3% | 0%
(2) COc1cccc(NC(=O)C(C)Sc2nnc(C3CC3)n2C2CC2)c1 (stereo not given)
→ -4% | 2% | -2% | -28% | -1 | -18% | 1% | 4% | -9%
(3) COCCCn1c(SCC(=O)N2CCCCC2C)nnc1-c1ccco1 (stereo not given)
→ -1% | 6% | 2% | 19% | -3 | 1% | 0% | ? | 13%
(4) CCC(C)(C(=O)NC1CCCC1)N(CC1CCCO1)C(=O)c1ccc2c(c1)OCO2 (stereo not given)
→ -3% | 0% | 3% | 1% | -9 | -7% | 1% | -10% | -13%
(5) CCCCOc1ccc(C(=O)Oc2cccnc2)cc1
→ -1% | -6% | -5% | 24% | -10 | -8% | 0% | 10% | 0%
(6) CCN(CC)CCOC(=O)c1ccc(NC(=O)COc2cc(=O)n(CC)c3ccccc23)cc1
→ -4% | -1% | 0% | 1% | 1 | -1% | 0% | -3%[57.1 µM] | 4%[57.1 µM]
(7) COc1ccc(C(CC(=O)NCc2ccc(Cl)cc2)N2Cc3ccccc3C2=O)cc1OC (stereo not given)
→ 1% | -12% | 7% | -12% | 2 | 3% | 10% | 7% | 3%
(8) O=C(CSc1nc(-c2ccc(F)cc2)cs1)N1CCN(C(=O)c2ccco2)CC1
→ -4% | 3% | 0% | -42% | -8 | -3% | -1% | -14% | -9%
(9) N#Cc1ccsc1NC(=O)CN(Cc1ccccc1)Cc1ccccc1
→ 0% | 3% | 1% | 12% | -7 | -2% | -9% | -9% | -11%
(10) O=S(=O)(NCCSc1ccccn1)c1ccc(Cl)cc1
→ -4% | 27% | 2% | 3% | -7 | -1% | 4% | 1%[57.1 µM] | 8%[57.1 µM]
(11) Cc1cccc(OCC(=O)Nc2ccc3nc(C)sc3c2)c1
→ -2% | 0% | -6% | -10% | -7 | 3% | -31% | 7% | -8%
(12) CCOc1ccc(-n2cc(C(=O)Nc3cccc(Cl)c3)c3cc(OC)c(OC)cc3c2=O)cc1
→ -3% | 10% | -1% | -1% | 1 | -11% | -5% | 17%[57.1 µM] | 16%[57.1 µM]
(13) CCOC(=O)c1c(NC(=O)CSc2nnc(-c3c[nH]c4ccccc34)n2CC)sc2c1CCCC2
→ -2% | -4% | 6% | -11% | -4 | -27% | 1% | 39% | 5%[57.1 µM]
(14) Cc1ccc(CNS(=O)(=O)c2cc3[nH]c(=O)c(=O)[nH]c3cc2C)cc1
→ -6% | -2% | 3% | -12% | 2 | -4% | -4% | 0% | 41%[activator]
(15) CNC(=O)c1cccc2cccc(Sc3ccccc3C(=O)O)c12
→ -2% | -24% | -2% | -3% | -10 | -17% | 23% | 14% | 1%
(16) COC(=O)c1ccc2c(=O)n(CCCCCC(=O)N3CCN(c4cccc(C)c4C)CC3)c(=O)[nH]c2c1
→ 0% | 11% | -2% | -38% | 3 | -14% | 0% | 16%[57.1 µM] | 1%[57.1 µM]
(17) Cc1cc2oc(C(=O)Nc3sc4c(c3C(=O)NCc3ccccc3)CCCC4)cc(=O)c2cc1C
→ -4% | 10% | -14% | 0% | -4 | -11% | ? | 5% | -2%
(18) CCc1ccccc1OCC(=O)N(CC)CC(=O)NCc1ccc(F)cc1
→ -6% | 8% | 0% | -2% | 2 | -20% | -1% | 4% | 4%
(19) COC(=O)c1ccc(C2CC(=O)NC3=C2C(=O)CCC3)cc1 (stereo not given)
→ -7% | 0% | -1% | -5% | 2 | -4% | 1% | 22%[57.1 µM] | -16%
(20) CCC(=O)N1N=C(c2ccc(Cl)cc2)CC1c1ccco1 (stereo not given)
→ 2% | 6% | -3% | -24% | -6 | 4% | 0% | 5%[57.1 µM] | -5%

Whole records from above. Values in the order: GRP78 ERSR act	IDH1 R132H inh	Vif-APOBEC3G blk	RGS4 inhibitor	LDHA block	USP1 inh	Vif-APOBEC3F blk	rTrxR1 inhibitor	TrxR1 substrate
Listed for CCc1ccccc1OCC(=O)N(CC)CC(=O)NCc1ccc(F)cc1 = -6%	8%	0%	-2%	2	-20%	-1%	4%	4%
Listed for CNC(=O)c1cccc2cccc(Sc3ccccc3C(=O)O)c12 = -2%	-24%	-2%	-3%	-10	-17%	23%	14%	1%
Listed for COc1ccc(C(CC(=O)NCc2ccc(Cl)cc2)N2Cc3ccccc3C2=O)cc1OC (stereo not given) = 1%	-12%	7%	-12%	2	3%	10%	7%	3%
Listed for Cc1cccc(OCC(=O)Nc2ccc3nc(C)sc3c2)c1 = -2%	0%	-6%	-10%	-7	3%	-31%	7%	-8%

Carrying on:
Second line of a record: GRP78 ERSR act | IDH1 R132H inh | Vif-APOBEC3G blk | RGS4 inhibitor | LDHA block | USP1 inh | Vif-APOBEC3F blk | rTrxR1 inhibitor | TrxR1 substrate
(21) COc1cc(C(C)=O)ccc1OCc1cc(C(=O)N(C)CCC2CCCCO2)no1 (stereo not given)
→ 0% | -7% | 0% | -11% | -1 | -22% | 4% | 20% | -1%
(22) Cc1ccc(C)c(NC(=O)C2CCCN2S(=O)(=O)c2ccc3c(c2)CCCC(=O)N3)c1 (stereo not given)
→ -2% | 0% | 2% | 7% | -1 | -1% | -1% | 7%[57.1 µM] | 0%[57.1 µM]
(23) Cc1cccc(Cn2c(=O)n(CCc3ccccc3)c(=O)c3sc4ccccc4c32)c1
→ 0% | 0% | -1% | 7% | -3 | -24% | -4% | 15% | 4%
(24) O=C(Nc1ccccc1N1CCCCC1)c1cccc([N+](=O)[O-])c1
→ 1% | -4% | -2% | 5% | -6 | -2% | -6% | 2% | -11%[57.1 µM]
(25) CCc1cccc(N(CC(=O)NCc2ccc(F)cc2)C(=O)c2csnn2)c1
→ 4% | 7% | 0% | -35% | -3 | -17% | -7% | 34%[57.1 µM] | -13%[57.1 µM]
(26) Cc1cc(=O)n(Cc2ccc(Br)cc2F)c2c1c(C)nn2-c1ccccc1
→ -2% | 4% | 0% | 2% | -3 | -18% | 0% | 23%[57.1 µM] | 9%[57.1 µM]
(27) CC(=C\c1ccccc1)/C=C1/SC(=S)N(CCC(=O)O)C1=O
→ -13% | -4% | 0% | -16% | 0 | -17% | 2% | -5% | -10%
(28) CCOC(=O)c1nn(-c2sc(C(=O)OC)c(C)c2C(=O)OC)cc1O
→ -4% | 10% | 0% | -19% | 0 | -1% | 0% | 8% | 7%[57.1 µM]
(29) O=C(O)c1ccccc1Cc1ccc(F)c2ccccc12
→ 1% | -7% | -9% | . | 4 | -27% | 2% | . | .
(30) COc1ccc(C2(CNC(=O)CCC(=O)O)CCCC2)cc1
→ -3% | 1% | 2% | -1% | 1 | -4% | -7% | 3%[57.1 µM] | 5%[57.1 µM]
(31) Cc1ccc(Cl)cc1NC(=O)CCS(=O)(=O)c1ccc(Br)s1
→ -2% | ? | -1% | 9% | -11 | 5% | -2% | 4% | -2%
(32) COc1ccc(-c2ccc3c(c2)S(=O)(=O)c2cccc(C(=O)NCc4ccccc4Cl)c2C3=O)cc1OC
→ -6% | -2% | -3% | -32% | -3 | -19% | 6% | -28% | -14%
(33) Cc1ccc(-c2nnc(Nc3ccccc3)c3ccccc23)cc1S(=O)(=O)NCC1CCCO1 (stereo not given)
→ -3% | 4% | -9% | -27% | 2 | -11% | 1% | 11% | 17%
(34) CCC1CCCCN1S(=O)(=O)c1ccc(N2CCCCS2(=O)=O)cc1 (stereo not given)
→ -5% | 1% | 4% | 21% | -1 | -14% | 4% | 21%[57.1 µM] | 2%[57.1 µM]
(35) CC(C(=O)N1CCC(C(N)=O)CC1)N(c1ccc(Oc2ccccc2)cc1)S(C)(=O)=O (stereo not given)
→ -7% | 2% | 0% | 10% | -5 | 4% | -10% | 20% | 3%
(36) CN1c2ccccc2C(=O)/C(=C\Nc2ccc(F)cc2F)S1(=O)=O
→ -1% | 9% | 1% | -6% | -4 | -25% | 1% | -6%[57.1 µM] | 5%[57.1 µM]
(37) Cc1cc(C(=O)NC2CC(C)(C)Cc3c2cnn3-c2cccc(F)c2)n(C)n1 (stereo not given)
→ -6% | 6% | 4% | -24% | -4 | -7% | 8% | -20% | -12%
(38) CN(C(=O)c1cncc(Br)c1)c1c(N)n(Cc2ccccc2)c(=O)[nH]c1=O
→ -2% | -6% | 3% | -6% | -12 | -2% | 7% | -3%[57.1 µM] | -6%[57.1 µM]
(39) Cc1ccc(N2CC(C(=O)Nc3ccccn3)CC2=O)cc1 (stereo not given)
→ -1% | 2% | -3% | -37% | -1 | -13% | -6% | 5%[57.1 µM] | 1%[57.1 µM]
(40) Cc1cc(-c2ccco2)c(C#N)c2nc3ccccc3n12
→ 2% | 0% | 1% | -5%[11.4 µM] | 6 | -18% | ? | -61% | 5%[57.1 µM]
(41) Cc1ccccc1-n1c(SCC(=O)c2cc(C)n(C)c2C)nnc1-c1cccnc1
→ -1% | 5% | 0% | -12% | -6 | -16% | 1% | -9% | -12%
